Assay outcomes (PubChem)
OX1R antag-1 = OX1R (HCRTR1) antagonists, primary screen, fluorescence, CHO/OX1R cells, Fluo-8 calcium, orexin A | inhibition, % at 5 µM | 330,000 tested, 0.43% active | AID 434989, 2010 | Fluo-8 calcium fluorescence;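 active = inhibition above its plate's threshold, mean inhibition of all tested compounds on the plate plus 3 SD, cut at about 37% in these data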;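 note: 0% = orexin A challenge wells and 100% = SB-334867-A antagonist wells; not every result past the cut was called active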
Target sequence (O43613 whole entry, looked up): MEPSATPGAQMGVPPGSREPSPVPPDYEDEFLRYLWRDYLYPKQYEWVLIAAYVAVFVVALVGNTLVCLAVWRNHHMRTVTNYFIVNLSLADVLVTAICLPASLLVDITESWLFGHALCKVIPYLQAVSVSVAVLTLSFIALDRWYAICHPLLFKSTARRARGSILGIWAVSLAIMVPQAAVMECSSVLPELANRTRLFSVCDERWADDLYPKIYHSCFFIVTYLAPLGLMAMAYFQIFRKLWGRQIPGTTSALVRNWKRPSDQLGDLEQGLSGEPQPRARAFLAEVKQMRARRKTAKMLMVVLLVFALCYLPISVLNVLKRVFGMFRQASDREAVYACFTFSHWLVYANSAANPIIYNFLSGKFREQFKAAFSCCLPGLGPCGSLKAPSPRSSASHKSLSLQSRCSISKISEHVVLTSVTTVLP
OX1R antag-2 = antagonists of human orexin 1 receptor (OX1R). 330,000 tested, 1.8% active. OX1R-expressing cells, FRET antagonist read-out. Orexin/Hypocretin receptor type 1 (Homo sapiens), O43613. inhibition, % at 6.6 µM. AID 485270, 2010; in the data active = inhibition mostly above about 38%, no sharp cut-off; inactive = mostly below about 40%;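 note: 0% = agonist challenge alone and 100% = reference antagonist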
CHT PAM = CHT positive allosteric modulators, primary screen, cell-based, membrane potential dye, choline EC20; High affinity choline transporter 1 (Homo sapiens), Q9GZV3; 310,000 tested, 0.49% active; CHT-expressing cells; active compounds read high; LV-AA mutant CHT in HEK293 cells; B-score at 10 µM; AID 488977, 2010;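 active = initial fluorescence not abnormally high and integrated response B-score, plate-corrected, over 3 SD above library mean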
Target sequence (Q9GZV3 whole entry, looked up): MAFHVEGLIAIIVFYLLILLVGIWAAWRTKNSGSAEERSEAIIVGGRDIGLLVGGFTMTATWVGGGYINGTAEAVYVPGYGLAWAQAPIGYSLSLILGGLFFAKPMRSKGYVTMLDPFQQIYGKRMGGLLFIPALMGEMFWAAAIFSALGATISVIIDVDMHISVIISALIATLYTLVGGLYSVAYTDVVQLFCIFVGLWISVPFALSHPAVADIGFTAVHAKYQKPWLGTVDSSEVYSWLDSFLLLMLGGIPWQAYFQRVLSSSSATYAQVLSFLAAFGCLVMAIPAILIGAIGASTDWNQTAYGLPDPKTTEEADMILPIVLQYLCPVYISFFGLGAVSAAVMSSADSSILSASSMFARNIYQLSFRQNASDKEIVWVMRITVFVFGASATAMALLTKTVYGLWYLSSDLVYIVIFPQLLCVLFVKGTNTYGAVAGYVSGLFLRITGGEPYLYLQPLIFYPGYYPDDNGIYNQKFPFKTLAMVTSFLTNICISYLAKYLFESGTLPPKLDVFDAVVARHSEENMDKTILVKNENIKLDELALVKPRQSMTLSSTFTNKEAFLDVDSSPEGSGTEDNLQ
The depositor's hits bear a star; i = inactive; . = no result given.

nr	Compound	OX1R antag-1	OX1R antag-2	CHT PAM
1	O=C(Oc1ccc2ccc(=O)oc2c1)c1ccccc1	-3.3	8.8	i
2	Cn1c(N)c(C(=O)COC(=O)c2cccc(S(=O)(=O)NCc3ccccc3)c2)c(=O)n(C)c1=O	0.8	11.6	.
3	Cc1cc(C)c(OCC(=O)OCC(=O)NC2CCCCCCC2)c(C)c1	-12.2	6.3	i
4	O=C(CN1C(=O)NC2(CCCC2)C1=O)OCc1ccccc1	-3.5	5.2	.
5	Cc1ccc(S(=O)(=O)Nc2nc(C)cc(NN)n2)cc1	-32.9	-2.1	i
6	COc1ccccc1Oc1ccc(S(=O)(=O)N2CCN(C)CC2)cc1	-8.7	1.1	i
7	CCn1c(N2CCN(C(=O)c3ccco3)CC2)nc2ccccc21	0.5	1.8	i
8	Cc1nn(Cc2ccccc2)c(C)c1C(=O)NCCN1C(=O)S/C(=C\c2ccccc2)C1=O	-25.4	26.0	i
9	COC(=O)c1ccccc1NCC(=O)c1ccc(OC)cc1	-14.8	27.1	i
10	CC(O)c1nc2ccccc2n1CC(=O)N1CCN(c2ccccc2)CC1 (centres undefined)	-18.3	4.7	i
11	CNc1nc2c(c(=O)n(C)c(=O)n2C)n1Cc1ccccc1	2.3	10.1	i
12	OC(COc1ccc2cc(Br)ccc2c1)CN1CCCC1 (centres undefined)	-15.6	13.9	i
13	O=C(COc1ccccc1O)Nc1ccc(Cl)cc1	-8.8	14.6	i
14	Cc1cc(C)[n+](-c2ccc(Oc3ccccc3)c(S(=O)(=O)[O-])c2)[nH]1	4.2	2.2	i
15	C/C(=N/NC(=O)c1cccs1)c1c(C)[nH]n(-c2nc3ccccc3s2)c1=O	-24.8	12.5	i
16	CCCOc1ccc(N2C(=O)CC(N(Cc3ccc(OC)cc3)C(=S)Nc3ccccc3)C2=O)cc1 (centres undefined)	-16.1	6.9	i
17	Cc1c(N=Cc2cccnc2)c(=O)n(-c2ccccc2)n1C	-13.1	12.1	i
18	CN(C(=O)COC(=O)c1ccc(Br)o1)c1c(N)n(Cc2ccccc2)c(=O)[nH]c1=O	-8.9	1.8	i
19	CC(=O)Nc1ccc(S(=O)(=O)N2CCN(CCN3CCOCC3)CC2)cc1Cl	-6.5	-5.1	i
20	CCOC(=O)c1c(C)[nH]c(C)c1S(=O)(=O)NCCc1cccs1	-16.6	-0.3	i
21	O=C(O)c1nn2cc(CCO)cnc2c1Cl	6.7	15.9	i
22	CCCCNC(=O)c1cccc2c(=O)c(C)c(-c3ccccc3)oc12	-21.6	13.1	i
23	CS(=O)(=O)c1ccc(Cl)c(NC(=O)COC(=O)CNC(=O)c2ccccc2)c1	5.4	3.0	i
24	O=C(CSc1ccc(F)cc1)N1CCN(S(=O)(=O)c2ccccc2)CC1	-28.0	13.7	i
25	CCn1cc(C2=NOC(C(=O)Nc3cc(C)nn3-c3ccccc3)C2)c(C)n1 (centres undefined)	-15.1	13.7	i
26	O=C(O)c1cc(N/N=C/C(Cl)=C/c2ccccc2)ccc1Cl	-11.5	9.6	i
27	Cc1ccc(S(=O)(=O)Nc2ccccc2F)cc1C(=O)NCc1ccco1	-14.0	3.5	.
28	CCOC(=O)CCC(=O)N1CCNC(=O)C1	-3.7	2.4	i
29	O=C(Nc1ccc2c(c1)OCO2)c1cc2n(n1)C(C(F)(F)F)CC(c1ccccc1)N2 (centres undefined)	-6.9	11.9	i
30	C=CCn1c(SCC(=O)Nc2cc(NC(C)=O)ccc2OC)nnc1-c1ccccn1	-13.1	10.5	i
31	Cc1ccc(C(=O)Cc2cc3ccccc3oc2=O)c(C)c1	-19.6	-9.4	i
32	CCO[C@H]1OC(C(=O)N2CCOCC2)=C[C@@H](c2ccccc2)[C@@H]1CCCO	-10.2	18.6	i
33	COc1cccc(C(=O)OCC(=O)NCc2ccc3c(c2)OCO3)c1OC	-23.1	7.1	.
34	CCn1c2ccccc2c2cc(C#N)c(N)nc21	-24.8	21.4	i
35	C[C@@]12CC[C@H]3OC(=O)C=C3C1CC[C@@]13CC(CCC12)[C@](CO)(O[C@H]1O[C@H](CO)[C@@H](O)[C@H](O)[C@H]1O)C3 (some centres undefined)	-4.4	6.8	i
36	COc1cc(/C=C(\C#N)c2nn(CCO)c(N)c2C#N)cc(OC)c1OC	-6.1	7.9	i
37	COc1ccc(CC(=O)Nc2ccc(S(=O)(=O)NC(C)C)cc2)cc1	-0.3	-3.6	i
38	COc1ccc(-c2cc(C(=O)Nc3ccc(C(N)=O)cc3)c3ccccc3n2)cc1OC	3.2	10.5	i
39	COc1ccc(COC(=O)C2=C(C)NC(=O)NC2c2cccc(Br)c2)cc1 (centres undefined)	-0.1	14.3	i
40	COc1ccc(NC(=O)C2CCCN(S(=O)(=O)c3cnc[nH]3)C2)cc1 (centres undefined)	4.0	10.4	i
41	COc1ccc(-c2noc(CN(C)CCC3CCCCO3)n2)cc1 (centres undefined)	-13.4	-0.1	i
42	Oc1ccc(/C=N/N2CCN(C3c4ccccc4-c4ccccc43)CC2)cc1	-16.7	13.9	i
43	COc1ccc(N(C)S(=O)(=O)c2cccc(C(=O)NCC(c3ccco3)N3CCCC3)c2)cc1 (centres undefined)	-30.8	19.1	i
44	Cc1ccc(NC(=O)CN(C)CC(=O)N(CC(C)C)c2c(N)n(CC(C)C)c(=O)[nH]c2=O)c(C)c1	-14.9	0.1	.
45	CCOC(=O)C1(Cc2cccc(OC)c2)CCN(CCO)CC1	-23.0	12.0	i
46	Cc1onc(-c2c(F)cccc2Cl)c1C(N)=S	-19.4	6.6	i
47	CCOc1ccc(NC(=O)C(=S)NC2CCCCC2)cc1	-15.4	7.3	i
48	Cn1c(=O)cc(Cl)[nH]c1=O	-8.6	13.6	i
49	COc1cc(CCC(=O)Nc2ccc(C)c(S(=O)(=O)N(C)C)c2)cc(OC)c1OC	-19.6	20.1	i
50	Cc1cc(C)cc(N2C(=O)CC(Cn3nc(C)cc3C)C2=O)c1 (centres undefined)	-17.0	8.6	i

Following part:
nr	Compound	OX1R antag-1	OX1R antag-2	CHT PAM
51	O=C(c1c(Cl)cccc1Cl)N1CCN(c2ncccn2)CC1	-18.5	-3.0	i
52	O=C(Nc1nncs1)c1ccc(Br)c(S(=O)(=O)N2CCCC2)c1	-19.7	6.3	i
53	CN(C(=O)COC(=O)c1cc(S(=O)(=O)N2CCCCC2)ccc1N1CCOCC1)C1CCS(=O)(=O)C1 (centres undefined)	-22.0	2.1	i
54	Cc1ccc(-c2nnn(CC(=O)N(CC(=O)NCC3CCCO3)c3ccc(F)c(Cl)c3)n2)o1 (centres undefined)	-21.1	5.7	i
55	CCOC(=O)c1sc2nc(C)nc(N3CCN(c4ncccn4)CC3)c2c1C	-48.5	6.0	i
56	CCn1c(SCC(=O)Nc2nc3ccccc3s2)nnc1-c1ccc(OC)cc1	-1.7	33.7	i
57	COc1ccc2cc(C#N)c(NC(C)C)nc2c1	-19.5	19.8	i
58	CC1CCCCC12NC(=O)N(CC(=O)NCc1ccccc1)C2=O (centres undefined)	-15.3	9.0	.
59	CCN(CC)C(=O)C1CCCN(C(=O)CCn2nnnc2CN2CCOCC2)C1 (centres undefined)	-3.6	5.2	i
60	C=CCOC(=O)C1=C(C)Nc2nnnn2C1c1ccc(OC)cc1OC (centres undefined)	-25.9	10.1	i
61	CCOC(=O)c1c(-c2ccccc2)nc2c(C)cccn12	-25.1	21.3	i
62	O=C(COC(=O)c1cccc(S(=O)(=O)N2CCN(c3ccccc3)CC2)c1)NCc1ccco1	-1.4	9.8	i
63	O=C1N/C(=N/N=C/c2ccc(F)cc2)SC1c1ccccc1 (centres undefined)	-23.3	1.9	i
64	CCOc1ccccc1CNCC1CCCO1 (centres undefined)	-20.9	0.6	i
65	O=C(CCN1C(=O)c2ccncc2C1=O)Nc1ccc(F)cc1	-13.0	11.2	i
66	CCCC12CN3CC(CCC)(CN(C1)C3C(O)C(O)C(O)CO)C2=O (centres undefined)	-0.3	3.5	i
67	Cc1ccc(C)c(Cn2nnc3c(=O)[nH]c(C4CCN(C(=O)c5ccco5)CC4)nc32)c1	-16.4	6.3	i
68	O=C(NC1CCN(C(=S)Nc2ccccc2)CC1)C1CCCCC1	1.4	0.1	i
69	N#C/C(=C\c1cccs1)C(=O)c1ccccc1	10.0	5.5	i
70	C/C(CC(=O)NCCN1CCOCC1)=N\NC(=O)c1ccncc1	0.9	10.1	i

3 compounds already listed, arranged by the value under OX1R antag-2, largest number first.
nr | SMILES | OX1R antag-2
45 | CCOC(=O)C1(Cc2cccc(OC)c2)CCN(CCO)CC1 | 12.0
36 | COc1cc(/C=C(\C#N)c2nn(CCO)c(N)c2C#N)cc(OC)c1OC | 7.9
54 | Cc1ccc(-c2nnn(CC(=O)N(CC(=O)NCC3CCCO3)c3ccc(F)c(Cl)c3)n2)o1 (centres undefined) | 5.7

Next structures
nr	Compound	OX1R antag-1	OX1R antag-2	CHT PAM
71	Nc1ccc(S(=O)(=O)N2CCC(Cc3ccccc3)CC2)cc1	-6.0	-2.6	i
72	CC(=O)OCC(=O)Nc1c(C)cccc1C	-30.5	6.5	i
73	COc1ccc(-c2nc(Cn3c(SCc4ccc(C)cc4)nc4ccncc43)c(C)o2)cc1OC	-18.1	-3.2	i
74	O=C1CCCCCN1Sc1ccccc1	-12.1	3.7	i
75	CCCCc1nc(SCCN2CCOCC2)c2c(=O)n(C)c(=O)n(C)c2n1	-20.1	20.2	i
76	O=S(=O)(c1ccccc1)N1CCCN(S(=O)(=O)c2ccccc2)CC1	-13.8	5.6	i
77	COc1ccnc(Oc2ccccc2)c1C#N	-8.8	10.1	i
78	CCc1ccccc1OCC(=O)OCC(=O)c1c(N)n(C)c(=O)n(C)c1=O	-16.7	27.7	i
79	Nn1c(COc2ccccc2F)nnc1SCC(=O)NC1CCCC1	-23.7	8.4	i
80	CN(Cc1ccccn1)C(=O)CC1C(=O)NCCN1Cc1ccc(F)cc1Cl (centres undefined)	-10.5	6.9	i
81	C[C@H]1O[C@H]1P(=O)(O)O	-7.4	6.1	i
82	O=C1CCC(c2ccccc2)c2ccccc21 (centres undefined)	-8.2	9.0	i
83	O=C(COC(=O)Cc1c(Cl)cccc1Cl)NCCC1=CCCCC1	-16.5	33.5	i
84	COc1ccc(-c2csc3ncnc(N4CCN(c5cccc(Cl)c5)CC4)c23)cc1	-3.3	10.6	i
85	COc1cc(C(=O)NNC(=O)c2ccc(NC(=O)C(C)(C)C)cc2)cc(OC)c1OC	-2.3	7.0	i
86	C=CC[C@H](CC(=O)N(CCO)Cc1ccccc1)C(=O)N[C@H](COC(=O)[C@@H](CC=C)CC(=O)OC(C)(C)C)Cc1c[nH]c2ccccc12	-4.2	10.0	.
87	O=C1CN(C(=O)COC(=O)CCc2ccccc2O)c2ccccc2N1	4.5	4.9	.
88	COc1ccc(-c2cc(C(=O)OCC(=O)Nc3ccc4c(c3)OCO4)c3ccccc3n2)cc1	-7.5	65.0*	i
89	CCOC(=O)CNC(=O)C1COc2ccccc2O1 (centres undefined)	-2.7	11.1	i
90	CS(=O)(=O)c1ccc2nc(NC(=O)C3CC(=O)N(c4ccccc4)C3)sc2c1 (centres undefined)	-2.5	26.3	i

An excerpt from above in order of number of heavy atoms, smallest number first.
nr	Compound	OX1R antag-1	OX1R antag-2	CHT PAM
81	C[C@H]1O[C@H]1P(=O)(O)O	-7.4	6.1	i
82	O=C1CCC(c2ccccc2)c2ccccc21 (centres undefined)	-8.2	9.0	i
83	O=C(COC(=O)Cc1c(Cl)cccc1Cl)NCCC1=CCCCC1	-16.5	33.5	i
90	CS(=O)(=O)c1ccc2nc(NC(=O)C3CC(=O)N(c4ccccc4)C3)sc2c1 (centres undefined)	-2.5	26.3	i
84	COc1ccc(-c2csc3ncnc(N4CCN(c5cccc(Cl)c5)CC4)c23)cc1	-3.3	10.6	i
85	COc1cc(C(=O)NNC(=O)c2ccc(NC(=O)C(C)(C)C)cc2)cc(OC)c1OC	-2.3	7.0	i
86	C=CC[C@H](CC(=O)N(CCO)Cc1ccccc1)C(=O)N[C@H](COC(=O)[C@@H](CC=C)CC(=O)OC(C)(C)C)Cc1c[nH]c2ccccc12	-4.2	10.0	.

Continued.
nr	Compound	OX1R antag-1	OX1R antag-2	CHT PAM
91	Cc1cc(NC(=O)Cn2ccsc2=N)c([N+](=O)[O-])cc1C	-17.5	42.8	i
92	CCc1ccc(N2C(=O)CC(N(CC3CCCO3)C(=O)/C=C/C(=O)O)C2=O)cc1 (centres undefined)	-9.1	10.4	i
93	CCCn1c(CNS(=O)(=O)c2ccc(C)cc2)nc2ccccc21	-9.0	13.7	i
94	CC(C)N(C(=O)COC(=O)[C@@H]1CC(O)CN1S(=O)(=O)c1ccccc1[N+](=O)[O-])C(C)C (some centres undefined)	-6.7	-2.0	i
95	O=C(C(Cc1ccccc1)n1cccc1)N1CCCCCC1 (centres undefined)	-31.2	17.3	i
96	O=C(OCC(=O)c1cccs1)c1ccc([N+](=O)[O-])o1	-0.3	59.2	i
97	O=C(CCNc1n[nH]c(=O)[nH]c1=O)N1CCOCC1	-6.7	20.9	i
98	Cc1ccc(NC(=O)c2cnc(N3CCN(c4ccccn4)CC3)c3ccccc23)c(Br)c1	-2.5	19.4	i
99	COc1cc(CCC(=O)NCc2ccc(Cl)cc2)cc(OC)c1OC	-14.7	-4.1	i
100	Cc1cc(Cl)c(S(=O)(=O)NC2CCCC2)cc1OCC(N)=O	-15.0	7.2	i
101	COc1ccccc1C(=O)NCC(c1cccnc1)N(C)C (centres undefined)	-18.5	4.6	i
102	CCCCC(=O)Nc1nc(C)c(C(C)=O)s1	-0.2	7.5	i
103	Cc1c(-c2ccccc2)cnc2c(C)cccc12	7.5	1.1	i
104	COCCN1C(=O)c2cc(C(=O)Nc3ccc(C)c(F)c3)ccc2C1Nc1ccc(C)c(F)c1 (centres undefined)	-32.1	6.9	i
